# Assay outcomes as filed in PubChem.
# GDH-TPI counter: inhibits GDH-TPI coupling enzymes, artifact for Mtb FBA screen; GDH-TPI coupled enzyme counterscreen, NADH absorbance; inhibition, % at 4.8 µM; actives 1.2% (n = 360,000); AID 588335;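 also: 0% = DMSO wells and 100% = wells lacking the enzyme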
# UGM FP inh: Mtb UDP-galactopyranose mutase inhibition; inhibition, % at 10 µM; AID 504406; P9WIQ1; actives 0.06% (n = 320,000); purified UGM, fluorescence polarization probe displacement; in the data active = inhibition above about 10%, passing the limit was not always enough; inconclusive = no clear call, values can overlap the other calls
# Target sequence (P9WIQ1 whole entry, looked up): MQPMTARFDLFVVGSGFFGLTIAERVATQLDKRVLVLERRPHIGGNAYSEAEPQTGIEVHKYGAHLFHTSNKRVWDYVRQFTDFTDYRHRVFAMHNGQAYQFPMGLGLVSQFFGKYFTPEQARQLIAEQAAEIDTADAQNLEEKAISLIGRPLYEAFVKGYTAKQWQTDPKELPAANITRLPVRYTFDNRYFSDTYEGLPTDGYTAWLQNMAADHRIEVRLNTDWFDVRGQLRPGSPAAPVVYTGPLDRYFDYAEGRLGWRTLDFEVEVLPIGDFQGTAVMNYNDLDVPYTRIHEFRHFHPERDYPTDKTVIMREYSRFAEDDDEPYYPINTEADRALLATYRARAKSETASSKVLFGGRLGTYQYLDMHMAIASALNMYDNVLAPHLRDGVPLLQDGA
# BoNT-F LC inh: BoNT F light chain protease inhibition; inhibition, % at 10 µM; actives 0.22% (n = 360,000); AID 588497; Multiplex microsphere protease cleavage assay, flow cytometry; in the data active = inhibition above about 35%, passing the limit was not always enough; inconclusive = no clear call, values can overlap the other calls; also: plate controls were buffer without enzyme for full effect and enzyme alone for no effect
# Rv3671c inh: inhibits the M. tuberculosis serine protease Rv3671c; P9WHR9; inhibition, % at 5.96 µM; actives 0.048% (n = 320,000); AID 2606; in the data active = inhibition above about 38%;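 also: extracellular domain of Rv3671c used as enzyme; 0% = enzyme with DMSO and 100% = no enzyme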
# Target sequence (P9WHR9 whole entry, looked up, the tested form may be a part): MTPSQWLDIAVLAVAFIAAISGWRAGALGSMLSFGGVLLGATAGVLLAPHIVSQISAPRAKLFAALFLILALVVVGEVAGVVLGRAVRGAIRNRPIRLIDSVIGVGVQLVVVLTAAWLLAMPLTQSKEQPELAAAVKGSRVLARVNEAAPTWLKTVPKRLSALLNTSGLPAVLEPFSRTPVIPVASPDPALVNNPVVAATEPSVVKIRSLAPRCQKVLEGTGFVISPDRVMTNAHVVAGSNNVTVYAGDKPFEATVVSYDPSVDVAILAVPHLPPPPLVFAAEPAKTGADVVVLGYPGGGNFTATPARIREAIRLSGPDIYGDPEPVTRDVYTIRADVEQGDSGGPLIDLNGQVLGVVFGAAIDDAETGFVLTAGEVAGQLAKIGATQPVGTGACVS
# DUSP3 inh: DUSP3 (human) phosphatase inhibition | P51452 | recombinant VHR phosphatase, pNPP absorbance | inhibition, % at 13.3 µM | actives 0.52% (n = 290,000); in the data active = inhibition above about 50%; also: some compounds called inactive have numbers as strong as hits
# Target sequence (P51452 whole entry, looked up): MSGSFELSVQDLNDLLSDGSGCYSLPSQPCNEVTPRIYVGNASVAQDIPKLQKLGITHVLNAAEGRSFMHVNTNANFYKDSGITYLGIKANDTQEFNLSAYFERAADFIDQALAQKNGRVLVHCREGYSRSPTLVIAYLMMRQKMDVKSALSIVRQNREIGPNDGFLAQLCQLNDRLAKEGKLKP
# BioA inh: BioA (M. tuberculosis) enzyme inhibition; purified M. tuberculosis BioA enzyme, plate reader; inhibition, % at 9.99 µM; actives 0.096% (n = 360,000); in the data active = inhibition above about 40%; inconclusive = no clear call, values can overlap the other calls
# CCHF vOTU inh: blocks the CCHF virus ovarian tumor domain protease | actives 0.55% (n = 370,000) | CCHFV vOTU protease, Pep-AMC fluorescence | inhibition, % at 11.5 µM; also: 0% = vehicle wells with enzyme and 100% = no enzyme wells
# MazEF act: MazEF (E. coli) toxin RNase activation; P0AE70; FAM/BHQ RNA-DNA oligo cleavage fluorescence, 5 h; activation, % at 20 µM; actives 0.32% (n = 350,000); AID 504720; in the data active = activation above about 50%
# FadD28 binding: inhibitors of Mycobacterium tuberculosis FadD28 bisubstrate binding; FadD28 bisubstrate probe binding, fluorescence polarization; actives 0.22% (n = 360,000); AID 588549; inhibition, % at 12.5 µM; in the data active = inhibition above about 8.5%, passing the limit was not always enough; inconclusive = no clear call, values can overlap the other calls
# FBA Mtb inh: Mtb fructose-bisphosphate aldolase inhibition | purified M. tuberculosis FBA, fluorescence read-out | P9WQA3 | inhibition, % at 1 µM | actives 2.3% (n = 360,000) | AID 588726; in the data active = inhibition above about 27%;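 also: 0% = vehicle and 100% = reference inhibitor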
# * marks the source's active call; other numbers are inactive results; ? = inconclusive; . = not tested or not shown; & = joins results of further samples. Rule as the data show it, unless noted: active = inhibition above about 30%; inactive = the rest. Compounds were not picked by outcome; any-hit rate near 4.9%.
SMILES,GDH-TPI counter,UGM FP inh,BoNT-F LC inh,Rv3671c inh,DUSP3 inh,BioA inh,CCHF vOTU inh,MazEF act,FadD28 binding,FBA Mtb inh
COC(=O)Cn1c(N)[n+](Cc2ccccc2)c2ccccc21,-2,-1.2,-9,-2,.,-0.3,15,4,-2.5,0
CCCN1C(=O)c2ccc(C(=O)NC3CCCCC3)cc2C1=O,-3,-0.8,3,-4,-2,.,9,-3,-5.2,-3
CNC(=O)CCc1nc(-c2ccc(C(C)(C)C)cc2)no1,-3,-0.8,-3,0,30,1.3,10,1,-3.9,3
Fc1ccc(CNCCc2ccccc2)cc1,3,-0.6,-10,0,-4,.,1,8,-0.3,7
COC(=O)Nc1nnc(COc2ccccc2)s1,2,0.1,-9,-1,4,9.8,-3,-7,-3.0,2
CC(Oc1ccccc1)c1ccnc2nc(N3CCOCC3)nn12 (stereo not given),9,-2.9,-7,-5,18,0.2,-23,-1,-0.2,16
CCCCCCCCCc1nc2sc3c(c2c(=O)n1NC(=O)c1ccc([N+](=O)[O-])cc1)CC(C)(C)OC3,7,-1.1,-9,-15,6,.,3,3,-0.9,3
COc1cc(NC(=O)CSc2nnc3c(n2)[nH]c2ccc(S(=O)(=O)NC(C)C)cc23)cc(OC)c1OC,-5,-1.2,-3,-14,24,.,26,10,-0.7,-4
Cc1cc(C)cc(OCC(O)CN2CC(C)OC(C)C2)c1 (stereo not given),5,1.8,?,0,5,-0.2,-2,9,-0.2,0
O=c1nc2ccccc2c2n1CC(CN1CCN(c3ccc(F)cc3)CC1)N2 (stereo not given),-9,2.8,7,3,-5,-1.0,4,6,-2.7,1
CCOC(=O)N(C)c1c(CC)nc2c(OCc3ccccc3C(=O)OC)cccn12,-5,.,-5,.,.,5.0,16,.,-3.8,-2
CCCNC(=O)c1cccc(Br)c1,1,-0.4,1,-1,9,.,-13,11,0.5,0
CN(C)CCCn1c(N)c(C#N)c2nc3ccccc3nc21,16,0.4,?,-7,2,-10,-252,-140,-2.6,146*
O=C1N(Cc2cccnc2)C[C@@H]2C[C@@H](c3cccc(Oc4ccccc4)c3)N3CCC[C@@]123,6,7.1,0,-2,-4,2.3,10,-4,-9.8,-1
Cn1c2ccccc2c2cc(/C=N/NC(=O)c3cc(O)cc(O)c3)ccc21,22,-5.1,-5,-55,-2,0.1,3,22,-3.8,9
C[C@H](CO)N1C[C@H](C)[C@@H](CN(C)C(=O)Oc2ccc3ccccc3c2)OCc2cnnn2CCCC1=O,4,.,0,.,.,0.1&2.7,5,2,-2.8,-3
COc1ccc(-c2n[nH]c(C)c2-c2ccc(Cl)cc2)c(O)c1,-8,5.4,-8,0,16,.,6,3,-14,1
Cc1cc(C)c2c(=O)n3c(nc2c1)C(Cc1ccccc1)NC(=O)c1cccnc1-3 (stereo not given),5,.,-2,.,.,5.0,4,13,-2.1,-1
CSc1ncnc2c1ncn2CCCNCc1ccccn1,6,.,-6,.,.,-1.7,11,7,-1.0,3
C=C(C)C1CC=C(C)/C(=N/NC(=O)COc2ccccc2Cl)C1 (stereo not given),3,-1.3,-4,8,2,.,-4,3,1.0,4
CCOc1ccc(-c2c(C(=O)N/N=C/c3ccc(C)o3)nnn2-c2nonc2N)cc1,23,2.3,6,-8,9,-0.6,18,1,-0.4,-1
Cc1ccc(N=Nc2c(O)[nH]c3ccc(F)cc23)cc1,-1,1.6,?,-6,-4,-1.4,-5,474*,-4.1,-5
CN1CCN(c2nc(-c3ccccc3)nc(-c3ccc(F)cc3)c2C#N)CC1,-4,-0.7,3,3,14,.,-3,18,-1.7,1
O=Cc1cnc(N2CCN(Cc3ccccc3)CC2)s1,14,0.5,-4,5,9,-1.3,13,-1,-4.9,-5
Cn1c(=O)c(C(=O)NNC(=O)c2ccc(Br)cc2)c(O)c2ccccc21,-2,-0.6,1,1,-64,-1.6,3,3,-2.4,2
O=C(COC(=O)c1cccc(C(F)(F)F)c1)NCc1ccc(Cl)cc1,-5,0.0,8,0,-10,-0.6,0,8,-0.2,6
CC(C)COc1nc2ccccc2c(=O)n1OCC(=O)O,9,0.1,0,8,-1,-0.8,4,2,-0.5,1
O=C1c2cccc3cccc(c23)C(=O)N1c1ccccc1Cl,33*,-0.5,-3,-7,5,-1.0,-12,14,2.1,25
CC(=O)Nc1ccc(NC(=O)COC(=O)c2ccccc2SCC(=O)N2CCCC2)cc1,4,-1.9,.,-10,.,0.5,-10,20,0.0,1
O=C(Cc1cccc(NC(=O)C2CCN(C(=O)C3CCCCC3)CC2)c1)Nc1cccc(C(=O)N2CCCCC2)c1,9,.,5,.,.,0.5,1,5,-0.1,-2
O=C1C2CCN(CC2)C1Cc1ccc(OCc2ccccc2)cc1 (stereo not given),2,3.3,-4,0,13,.,12,-2,0.4,3
CN(CC(=O)NC1CCN(Cc2ccccc2)CC1)S(=O)(=O)c1ccc2c(c1)c(=O)n(C)c(=O)n2C,2,-0.9,2,-3,21,.,-5,5,1.5,1
c1cc(-c2ccncc2)ccn1,-2,-1.4,-4,-3,-8,-1.1,6,2,-3.2,0
CCOC(=O)/C=C1\CC(=O)Nc2cc(C)c(C)cc2N1,3,1.0,-2,6,-18,.,8,-15,-3.4,-1
O=C(Nc1ccccc1Cl)c1ccc2ccccc2c1,15,-1.7,-2,0,-2,-2.1,4,-6,-1.2,2
CCC(C)[C@H](NC(=O)NCc1cccs1)C(=O)OC (stereo not given in full),-1,-0.7,3,0,36,-0.6,-3,1,0.4,1
Cc1ccc(N2CC(C(=O)NC(C)CCc3ccccc3)CC2=O)cc1 (stereo not given),0,1.1,14,-6,53*,-1.0,5,3,-1.8,2
CCOC(=O)C1CCN(C(=O)COc2ccc(Br)cc2C)CC1,-4,1.7,0,5,36,0.4,-10,1,-0.1,0
COc1ccc(CNC(=O)Cn2cnc3c(NCc4ccccc4)ncnc32)cc1,2,.,-6,.,.,0.2,-2,11,-4.2,-1
O=C(NCC(c1ccco1)N1CCCC1)c1ccc(S(=O)(=O)Nc2ccccc2Cl)cc1 (stereo not given),-2,0.3,-14,4,.,0.2,4,2,-0.6,4
O=C(O)COc1ccc(F)cc1Br,6,-0.5,4,-6,5,.,5,-2,-0.4,-6
Cc1c(NC(=O)COC(=O)c2ccc(O)cc2)c(=O)n(-c2ccccc2)n1C,1,.,-8,-3,.,0.0,1,-9,-2.5,0
N=C(N)c1ccc(N)cc1,4,4.3,-19,-3,.,0.1,-1,1,0.2,-2
O=[N+]([O-])c1ccc(N=Nc2ccc(O)cc2O)cc1,-1,1.2,-4,3,26,-0.3,-3,5,-3.4,0
CC(=O)N/N=C/c1ccccc1OCCOc1cccc(C)c1,13,1.2,?,-5,21,-2.6,6,3,-2.4,-1

# The list goes on (5 carried over from the part before).
SMILES,GDH-TPI counter,UGM FP inh,BoNT-F LC inh,Rv3671c inh,DUSP3 inh,BioA inh,CCHF vOTU inh,MazEF act,FadD28 binding,FBA Mtb inh
O=C(O)COc1ccc(F)cc1Br,6,-0.5,4,-6,5,.,5,-2,-0.4,-6
Cc1c(NC(=O)COC(=O)c2ccc(O)cc2)c(=O)n(-c2ccccc2)n1C,1,.,-8,-3,.,0.0,1,-9,-2.5,0
N=C(N)c1ccc(N)cc1,4,4.3,-19,-3,.,0.1,-1,1,0.2,-2
O=[N+]([O-])c1ccc(N=Nc2ccc(O)cc2O)cc1,-1,1.2,-4,3,26,-0.3,-3,5,-3.4,0
CC(=O)N/N=C/c1ccccc1OCCOc1cccc(C)c1,13,1.2,?,-5,21,-2.6,6,3,-2.4,-1
CCC(=O)NNc1ncnc2c1cnn2C,-4,-2.0,0,8,-1,.,-4,7,-2.2,0
O=S(=O)(c1ccc(NC(=S)NN=C(Cc2ccccc2)Cc2ccccc2)cc1)N1CCOCC1,4,-1.3,10,0,15,.,-3,2,-4.2,0
C=CCN(c1ccccc1)S(=O)(=O)c1cccc(C(=O)Nc2cccc(C)n2)c1,-11,4.3,-5,-5,.,.,7,-4,-2.7,-5
C/C(=N/Nc1ncc(C(F)(F)F)cc1Cl)c1ccncc1,15,-0.7,-6,2,31,-1.1,-7,0,-0.3,-1
COc1ccc(Br)cc1C(=O)NC(=S)Nc1ccc2[nH]c(=O)[nH]c2c1,-6,-0.3,1,3,6,-0.1,5,-7,-2.3,-1
CCCS(=O)(=O)NC(=O)C1(C)CCCN(C(=O)c2ccc(C(F)(F)F)cc2)C1 (stereo not given),-9,.,-6,.,.,-0.4,16,.,-4.5,-2
CN(C)S(=O)(=O)c1ccc(C(=O)Nc2ccc3nc(N4CCOCC4)sc3c2)cc1,0,1.8,-6,-5,.,0.3,-3,3,-1.3,5
COc1cc(NC(=O)Cn2cnc3c(SC)nc(N)nc32)cc(OC)c1OC,12,3.0,-6,0,.,-0.8,-2,2,-0.4,5
Cc1cccc2nc(CSc3nncn3-c3ccccc3)cn12,-6,-0.1,-9,2,41,3.8,-1,-3,0.2,-4
COc1ccc(NC(=O)C2CCN(c3nc(C)nc4c3CCC4)CC2)cc1,0,-0.5,23,-4,11,3.6,19,3,-1.9,2
COC(=O)CC1COc2ccccc2N1S(=O)(=O)c1ccc(OC)cc1 (stereo not given),-3,-1.2,34,6,27,0.1,-1,-3,-3.0,1
Cc1cccn2c(=O)c(/C=N/O)c(NCc3ccccc3)nc12,10,-5.4,-6,0,29,.,2,-12,-0.7,5
COc1ccc(S(=O)(=O)N(C(=O)c2ccncc2)c2ccc(OC(=O)c3ccncc3)cc2)cc1,0,3.6,-9,-6,33,0.9,-3,4,-2.5,2
O=C(C=Cc1ccccc1)N1CCCCC1,-8,.,8,.,.,.,-2,-2,-3.9,1
COc1cc(/C=C2\N=C(c3ccccc3)NNC2=O)cc(OC)c1OC,2,-1.3,.,0,18,-0.1,-2,7,-2.5,-2

# 2 neighbouring entries already listed, for reference:
SMILES,GDH-TPI counter,UGM FP inh,BoNT-F LC inh,Rv3671c inh,DUSP3 inh,BioA inh,CCHF vOTU inh,MazEF act,FadD28 binding,FBA Mtb inh
O=C(C=Cc1ccccc1)N1CCCCC1,-8,.,8,.,.,.,-2,-2,-3.9,1
COc1cc(/C=C2\N=C(c3ccccc3)NNC2=O)cc(OC)c1OC,2,-1.3,.,0,18,-0.1,-2,7,-2.5,-2

# Next entries follow.
SMILES,GDH-TPI counter,UGM FP inh,BoNT-F LC inh,Rv3671c inh,DUSP3 inh,BioA inh,CCHF vOTU inh,MazEF act,FadD28 binding,FBA Mtb inh
CCn1cc(C(=O)NCc2cccnc2)c(=O)c2cc(F)c(N3CCN(C(=O)c4ccco4)CC3)cc21,3,-0.3,19,-7,15,.,-17,5,-3.1,48*
Cc1c(OC(C)C(=O)NCC2CCC(C(=O)O)CC2)ccc2c(-c3ccccc3)cc(=O)oc12 (stereo not given),22,3.4,-4,-8,1,1.9,-2,-14,-1.0,1
Cc1ccc(C2(c3ccc(C)cc3)NC(=O)N(Cc3c(C)noc3C)C2=O)cc1,-4,2.0,-1,-2,4,2.4,11,3,-4.6,-8
Cc1cc(N2C(=O)C3CC=CCC3C2=O)cc(C)c1Br (stereo not given),-2,-1.6,.,9,0,-0.2,1,-5,-2.1,-1
COC(=O)c1sccc1NC(=O)CCC1CCCC1,5,1.2,2,6,6,-2.7,3,1,0.0,2
CS(=O)(=O)N(CC(=O)NCc1ccco1)c1cc(C(F)(F)F)ccc1Cl,0,0.1,-11,3,10,-0.3,-1,-4,-2.0,4
O=C(CN(Cc1ccccc1)S(=O)(=O)c1ccccc1)N1CCOCC1,-5,-0.5,2,-11,27,-0.7,-6,6,0.7,5
Cc1csc(NC(=O)NCC2CCCC(CNC(=O)Nc3nc(C)cs3)C2)n1 (stereo not given),-11,-1.6,7,5,41,-0.8,15,6,-1.7,2
Cc1ccc(CNC(=O)Cn2cnc3c(NCc4ccccc4)ncnc32)o1,-2,.,-4,.,.,0.5,-6,18,-4.7,0
Cc1ccsc1C(=O)NNC(=O)c1cccc(S(=O)(=O)N2CCCC2)c1,2,-2.5,-4,-3,.,-0.4,4,4,.,-1
